From PubChem
L929 necroptosis = blocks zVAD induced death of L929 cells | 220,000 tested, 0.38% active | AID 1377 | L929 zVAD necroptosis rescue, ATP luminescence, 24 h; with zVAD 60 µM | viability rescue, % at 10 µM;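 active = activation, scaled between plate controls, above about 75%, limit read from the data; inactive = activation under that limit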;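 also: 0% = zVAD with DMSO and 100% = DMSO alone without zVAD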
14-3-3 Bad inh = disrupts binding of bovine 14-3-3 zeta to phospho-Bad peptide; P63103; TR-FRET 14-3-3zeta/Dy647-pBad peptide displacement, 1 h; inhibition, % at 21.7 µM; 220,000 tested, 0.71% active; AID 781;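 active = inhibition above about 70%, limit read from the data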;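 also: 0% = full 14-3-3 plus peptide FRET controls and 100% = background without 14-3-3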
Target sequence (P63103 whole entry, looked up): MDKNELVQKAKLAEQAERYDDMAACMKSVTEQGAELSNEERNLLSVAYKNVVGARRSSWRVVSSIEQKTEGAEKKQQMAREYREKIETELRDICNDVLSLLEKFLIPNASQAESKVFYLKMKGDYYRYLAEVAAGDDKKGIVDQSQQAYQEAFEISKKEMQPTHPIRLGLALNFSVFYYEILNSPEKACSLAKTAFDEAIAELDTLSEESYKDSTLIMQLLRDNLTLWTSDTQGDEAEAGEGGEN
Hck-Nef inh = human Hck-Nef kinase inhibition; P08631; Recombinant Hck-YEEI plus Nef, Z-Lyte FRET kinase assay; inhibition, % at 20 µM; 220,000 tested, 0.68% active; AID 463187;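 active = Hck-Nef kinase inhibition above about 50%, limit read from the data; inactive = inhibition below that limit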;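 also: 0% = DMSO with Hck plus Nef and 100% = Hck alone without Nef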
Runt-CBFb FRET = Runt domain-CBFb interaction inhibition | Cerulean-Runt/Venus-CBFb FRET ratio 530/480, 1 h | inhibition, % at 20 µM | 220,000 tested, 0.46% active;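 active = inhibition over about 50% at 20 µM in the single-dose screen, limit read from the data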;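 also: 0% = DMSO wells and 100% = excess unlabeled CBFb competitor control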
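test system = Cerulean-Runt domain fusion protein, energy donor | probe or stimulus = Venus-CBFb binding partner, 100 nM | incubation = two 1 h room-temperature incubations shielded from light | detection = fluorescence energy transfer, 422 nm excitation, 530/480 nm emission | measure = loss of energy transfer signal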
Tb hexokinase = T. brucei hexokinase 1 inhibition | recombinant TbHK1, G6PDH-coupled NADH A340 | inhibition, % at 10 µM | 220,000 tested, 0.11% active;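 active = inhibition of 50% or more in the single-dose primary screen; inactive = inhibition below 50%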
Runt-SMMHC FRET = Runt domain-CBFb-SMMHC interaction inhibition. 220,000 tested, 0.74% active. Q01196+Q13951. Cerulean-Runt/Venus-CBFb-SMMHC FRET ratio 530/480, 1 h. inhibition, % at 20 µM;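 active = mean inhibition across duplicate retests at 20 µM reaching about 50%, limit read from the data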;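 also: 0% = DMSO wells and 100% = wells with excess untagged CBFb-SMMHC; inhibitors lower the FRET ratio by blocking Runt binding to CBFb-SMMHC; some results filed as inactive read as strong as hits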
EBV gp42 block = EBV gp42 inhibition | Fluorescence polarization binding assay, mP read-out | inhibition, % (tested at 21.74 µM) | Q1HVG2 | 220,000 tested, 0.42% active; in the data active = inhibition above about 50%
Target sequence (Q1HVG2 whole entry, looked up): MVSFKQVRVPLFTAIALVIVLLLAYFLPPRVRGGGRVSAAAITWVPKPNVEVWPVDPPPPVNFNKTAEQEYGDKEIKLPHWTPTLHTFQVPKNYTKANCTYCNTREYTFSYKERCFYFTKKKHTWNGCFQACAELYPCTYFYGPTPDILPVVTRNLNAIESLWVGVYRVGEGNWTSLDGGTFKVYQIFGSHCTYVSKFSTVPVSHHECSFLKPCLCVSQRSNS
MDM2 E3 inh = blocks human Mdm2 ubiquitin ligase activity; 210,000 tested, 0.11% active; Q00987; cell-based MDM2 ubiquitination luciferase reporter, 2 h; 0 = plate control, 100 = twice control, blank-subtracted; signal enhancement, % at 5 µM;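 active = signal enhancement of 30% or more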;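 also: luminescence tracks abundance of the self-degrading MDM2-luciferase fusion protein; higher signal means inhibition of MDM2 E3 ligase activity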
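Material: stable MDM2–luciferase fusion reporter cells / Quantity: 2000 cells/well / Dosing: single 5 µM compound dose, 0.2% final DMSO / Buffer or medium: DMEM / Schedule: 4 h cell settling then 2 h compound exposure, 37 °C / Detection: luminescence with SteadyLite reagent, 15 min at room temperature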
p47phox inh = inhibitors of human p47phox binding; p47phox/p22phox peptide binding, fluorescence polarization, 2 h; inhibition, % at 24.7 µM; AID 1274; P14598; 220,000 tested, 0.53% active;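 active = inhibition above about 30%, limit read from the data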;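 also: 0% = p47phox with labelled peptide and 100% = labelled peptide alone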
Target sequence (P14598 whole entry, looked up): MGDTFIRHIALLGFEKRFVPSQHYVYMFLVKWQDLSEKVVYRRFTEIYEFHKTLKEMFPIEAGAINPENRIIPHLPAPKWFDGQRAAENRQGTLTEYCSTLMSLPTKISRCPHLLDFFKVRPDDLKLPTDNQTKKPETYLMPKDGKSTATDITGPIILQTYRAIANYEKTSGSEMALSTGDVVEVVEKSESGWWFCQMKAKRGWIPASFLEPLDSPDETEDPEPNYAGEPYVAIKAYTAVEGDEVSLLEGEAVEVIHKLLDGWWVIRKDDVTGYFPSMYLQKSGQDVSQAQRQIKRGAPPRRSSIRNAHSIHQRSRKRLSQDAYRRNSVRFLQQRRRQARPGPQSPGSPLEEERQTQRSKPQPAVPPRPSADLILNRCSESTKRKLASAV
The depositor's hits bear a star; / = no result given; [ ] = remark or other dose. Outcome played no part in choosing rows (roughly 3.2% active in at least one column).

Compound	L929 necroptosis	14-3-3 Bad inh	Hck-Nef inh	Runt-CBFb FRET	Tb hexokinase	Runt-SMMHC FRET	EBV gp42 block	MDM2 E3 inh	p47phox inh
Cc1ccc(C(=O)Nc2ccc3c(c2)OCO3)cc1NC(=O)c1ccco1	9.2	-18	19	4	1	-4	-9	-6	-8
COc1ccc(NC(=O)Cn2c(NCC(C)O)nc3ccccc32)cc1Cl (stereo not given)	-1.2	-5	27	0	-2	-4	-13	-23	-4
O=C(NCc1nc2ccccc2[nH]1)C1=C[C@@H](c2ccccc2)C[C@@H](OCCCCO)O1	0.3	-8	-8	-1	-3	0	-4	/	-4
COc1ccc(CNC(=S)Nc2ccc3nc(N4CCN(C)CC4)cc(C)c3c2)cc1	11	1	-6	4	-6	4	9	-21	5
O=C(NNC(=O)c1ccc[nH]1)Nc1cccc(C(F)(F)F)c1	1.2	-1	-13	3	-5	-7	-20	-14	-16
O=C1/C(=C\c2ccsc2)N2CCC1CC2	0.2	-1	10	4	-15	-4	-16	-7	-8
O=C(CCc1nnc(-c2ccccc2)o1)c1ccc(Cl)cc1	-0.4	-5	7	-2	4	0	-6	-4	-8
c1ccc(Cn2c(Sc3nnnn3-c3ccccc3)nnc2-c2ccccc2)cc1	0.0	-12[fluorescence artefact?]	-2	-1	0	-2	-12	-19	-19
Cc1ccccc1NC(=O)c1ccc(-n2cncn2)nc1	-0.1	-9	1	0	-4	1	-8	-11	-1
C=CCc1cc(Cl)ccc1OCCNCCOC	-1.0	28	-2	0	12	-1	4	-1	-1
O=C(C1CCC(=O)N1Cc1ccccc1Cl)N1CCN(c2ccc(F)cc2)CC1 (stereo not given)	0.0	-6	0	-3	-4	2	-5	-18	-8
O=C(c1cnccn1)N(Cc1ccco1)C1(C(=O)NC2CCCC2)CCCCC1	0.6	-6	0	3	-9	-3	-18	-10	-3
CC(=O)Nc1nccc(-c2cc(-c3ccccc3)no2)n1	-0.1	4	10	0	1	-1	-9	-8	-2
Cc1cc(C)c(C#N)c(SCC(=O)Nc2nnc(-c3ccccc3)s2)n1	0.4	9	11	8	-4	22	-12	-16	-1
CC(C)(C)OC(=O)N1CC(O)CC1C(=O)OCC(=O)c1ccccc1 (stereo not given)	1.2	-4	7	-1	4	-3	-23	/	-20
c1ccc(CN(Cc2cccs2)C(c2cccs2)c2nnnn2C2CCCC2)cc1 (stereo not given)	-1.1	87*	-21	-2	14	3	10	-11	-5
Cc1ccc(Cn2ccc(=O)c(Cc3c(Cl)cccc3Cl)c2C)cc1	0.0	0	0	-3	2	6	-8	-13	-18
CN(C)S(=O)(=O)c1cccc(COC(=O)c2ccc(Cl)cc2O)c1	0.6	5	10	-1	9	0	7	/	-13
CCOC(=O)CSc1nc2sc(C)c(C)c2c(=O)n1N	0.5	3[fluorescence artefact?]	2	-2	-3	-1	17	-2	5
O=C(Nc1ccc(Cl)cc1)N1CCc2[nH]c3ccccc3c2C1	5.2	0	0	-8	0	-13	13	-13	-20
Cc1nc2c(C(=O)N3CCOCC3)cnn2c(C)c1Cc1cccc(Cl)c1	-0.4	3	-2	-1	-7	-1	-20	-23	-23
COc1ccc(CC(=O)N2CC3(C)CC2CC(C)(C)C3)cc1OC (stereo not given)	-0.1	1	1	-1	24	-1	-10	-21	0
CCN(C(=O)c1ccc2c(Cl)c3c(nc2c1)CCC3)c1cccc(C)c1	/	9[fluorescence artefact?]	-4	-8	-1	2	-8	/	-8
Cc1ccc(N2CC(C(=O)Nc3ccc4c(c3)OCCO4)CC2=O)cc1 (stereo not given)	0.1	1	1	0	4	-3	-20	3	-15
COc1ccc(CCNc2oc(COc3ccc(Br)cc3)nc2C#N)cc1OC	4.4	-4	1	-2	-12	1	3	-7	-24
Cc1cccc(NC(=O)COc2ccccc2C)n1	-1.1	27	-4	0	7	-2	-1	-18	-11
O=C(O)CCN1C(=O)c2ccc(Oc3ccc4c(c3)C(=O)N(CCC(=O)O)C4=O)cc2C1=O	0.6	-6	3	0	-12	1	-7	-36	-2
CCN1C(=O)/C(=C\c2ccc(F)cc2)N=C1SCC(=O)NCc1ccco1	0.0	8	4	-4	-3	2	-11	5	-6
CCCn1c(=O)c(C(=O)Nc2ccccc2C(=O)OC)c(O)c2ccccc21	1.3	-2[fluorescence artefact?]	0	-2	-16	0	-16	-13	45*
O=C(O)CCCNC(=O)/C(=C\c1ccc(Cl)cc1)NC(=O)c1ccc(Br)cc1	1.8	-2	-3	5	-6	6	-5	-18	-12
CCOc1ccc(N2C(=O)CC(Sc3ccccc3C(=O)O)C2=O)c([N+](=O)[O-])c1 (stereo not given)	0.9	-1	22	27	-12	17	-7	-2	2
COc1ccc(C(=O)/C=C(\N)C(F)(F)F)c(O)c1	2.2	-2	3	-1	-3	-3	10	-11	4
CCCCC/C(=N\NC(=O)CCC(=O)NCc1ccccc1)c1ccccc1	0.6	8	4	-6	-11	1	-5	-9	-3
CCC(=O)n1nc(-c2ccccc2)nc1N	0.3	-10	0	/	-4	1	4	0	-8
c1ccc(Nc2nc(N3CCCC3)nc(N3CCCC3)n2)cc1	1.3	-16	-15	1	1	-2	-15	-4	-8
C[n+]1ccccc1N1CCN(c2ccccc2Cl)CC1	0.5	-6	1	-3	17	8	-59	-2	-13
COc1cc2c(cc1NC(=S)NC(=O)c1c(OC)cccc1OC)oc1ccccc12	1.4	-8	2	0	-28	-2	-11	-12	-30
O=C(NNC(=O)c1sccc1-n1cccc1)c1ccc(F)cc1	0.3	-20	28	0	-3	0	3	-25	1
Cc1ccc(C)c(NS(=O)(=O)c2cc(C(=O)Nc3cccc(N(C)S(C)(=O)=O)c3)ccc2C)c1	-0.1	-6	0	-1	-7	3	0	4	-15
O=C(C1=C(O)/C(=C/c2ccc(O)cc2)CCC1)C(F)(F)F	0.3	1	4	-30	-14	-106	-19	-15	-21
CS(=O)(=O)N1N=C(c2ccco2)CC1c1ccc(Cl)cc1Cl (stereo not given)	-0.2	-8	6	3	2	-5	3	-1	-6
COC(=O)C1=C(C)N(Cc2ccco2)C(=O)N[C@H]1c1ccccc1	-0.8	-1	-4	0	1	6	-10	/	-2
Cc1ccc(CNC(=O)C(=O)NCC(c2ccco2)N2CCOCC2)cc1 (stereo not given)	0.5	6[fluorescence artefact?]	5	1	-3	4	0	-15	-10
C[N+](C)(C)CCN(Cc1ccc(Cl)cc1)c1ccccn1	-0.2	22[fluorescence artefact?]	-1	-4	0	4	-108	-15	-8
Cc1cccc(OCC(=O)Nc2ccccc2-c2ccccc2)c1	75*	-4	4	-4	-4	-3	-10	10	-11
O=C(COC(=O)CCCSc1nc2ccccc2[nH]1)Nc1cccc(F)c1	0.8	4	0	2	-3	-2	3	-7	2
O=C1NN=C(c2ccccc2)CC1c1c[nH]c2ccccc12 (stereo not given)	0.0	-3	-1	-1	10	0	-8	-25	-6
COc1ccccc1NC(=O)Cn1nc(-c2ccc(Cl)cc2)c2ccccc2c1=O	-0.8	6	0	-5	0	0	-13	1	3
Cc1nc(SCCOc2ccccc2F)[nH]c(=O)c1Cc1ccccc1	0.6	4	-13	-3	6	0	7	-11	14
c1ccc2sc(NN=C3CCCCCC3)nc2c1	21	-2	6	16	27	1	-2	-63	-12
Cc1ccccc1NNC(=O)C(=O)NNc1ccccc1C	-0.7	9	-7	0	1	0	-16	-9	0
CCc1nnc(NC(=O)CSc2ncnc3scc(-c4ccc(C)cc4)c23)s1	0.2	3	-2	/	0	-3	-17	1	-15

Entries from the list above with an aryl methoxy group (7):
Compound	L929 necroptosis	14-3-3 Bad inh	Hck-Nef inh	Runt-CBFb FRET	Tb hexokinase	Runt-SMMHC FRET	EBV gp42 block	MDM2 E3 inh	p47phox inh
COc1ccc(NC(=O)Cn2c(NCC(C)O)nc3ccccc32)cc1Cl (stereo not given)	-1.2	-5	27	0	-2	-4	-13	-23	-4
COc1ccc(CNC(=S)Nc2ccc3nc(N4CCN(C)CC4)cc(C)c3c2)cc1	11	1	-6	4	-6	4	9	-21	5
COc1ccc(CC(=O)N2CC3(C)CC2CC(C)(C)C3)cc1OC (stereo not given)	-0.1	1	1	-1	24	-1	-10	-21	0
COc1ccc(CCNc2oc(COc3ccc(Br)cc3)nc2C#N)cc1OC	4.4	-4	1	-2	-12	1	3	-7	-24
COc1ccc(C(=O)/C=C(\N)C(F)(F)F)c(O)c1	2.2	-2	3	-1	-3	-3	10	-11	4
COc1cc2c(cc1NC(=S)NC(=O)c1c(OC)cccc1OC)oc1ccccc12	1.4	-8	2	0	-28	-2	-11	-12	-30
COc1ccccc1NC(=O)Cn1nc(-c2ccc(Cl)cc2)c2ccccc2c1=O	-0.8	6	0	-5	0	0	-13	1	3
